rTrxR1 inhibitor: inhibitors of rat thioredoxin reductase 1; O89049; recombinant rTrxR1, NADPH fluorescence consumption, selenite substrate; Potency, µM (top dose mostly 114 µM), for inactives: at the top dose activity change, negative = inhibition, hits mostly inhibitors; 390,000 compounds, 1% hits; AID 588453; note: potency is the fitted concentration of half-maximal effect; % is set by controls: 0 for no effect and ±100 for the full control effect; nearly all actives have a fitted effect of over 65% in size
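Rat TrxR1 (90 nM in the dispensed reagent) was pre-reduced with 400 uM NADPH for 5 min at room temperature, then incubated with compound for 15 min. After 400 uM selenite was added, NADPH fluorescence (Ex 340/Em 450 nm) was followed for 8 min.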
USP1 inh: USP1/UAF1 (human) deubiquitinase inhibition. O94782. recombinant USP1/UAF1, Ub-Rhodamine cleavage fluorescence. Potency, µM (doses to about 57.1 µM), for the others: at the highest dose activity change, negative = inhibition, actives largely listed as inhibitors. 390,000 compounds, 0.23% hits; note: potency is the fitted concentration of half-maximal effect; % is set by controls: 0 for no effect and ±100 for the full control effect; nearly all actives have a fitted effect of over 60% in size; inactives centre near -12
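USP1/UAF1 complex (1 nM) preincubated 15 min at room temperature with compound, then Ub-Rho substrate (150 nM final) added. Kinetic fluorescence at 480/540 nm over 6 reads at 60 s intervals; 50 mM HEPES pH 7.8, 0.5 mM EDTA, 0.1 mg/ml BSA, 1 mM TCEP, 0.01% Tween-20.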
IDH1 R132H inh: blocks human mutant IDH1 R132H enzyme. IDH1-R132H enzyme, NADPH consumption, diaphorase/resazurin fluorescence. AID 602179. Potency, µM (doses to about 76.6 µM), inactives show top-dose activity change, negative = inhibition, actives largely listed as inhibitors. O75874. 390,000 compounds, 0.093% hits; note: potency is the fitted concentration of half-maximal effect; % is set by controls: 0 for no effect and ±100 for the full control effect; nearly all actives have a fitted effect of over 65% in size
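IDH1-R132H (0.5 ug/mL dispensed) in pH 7.5 Tris buffer was preincubated 30 min with compound, then given a substrate mix of 0.016 mM NADPH and 2 mM alpha-KG for 80 min at room temperature; remaining NADPH was read by diaphorase/resazurin fluorescence.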
Tb PGK inh: inhibitors of T. brucei phosphoglycerate kinase. P07378. PGK/GAPDH coupled, Kinase-Glo luminescence, 60 min. Potency, µM (titrated, usually from 57.5 µM), for inactives: at the top dose activity change, negative = inhibition, hits mostly inhibitors. 380,000 compounds, 0.043% hits; note: potency is the fitted concentration of half-maximal effect; % is set by controls: 0 for no effect and ±100 for the full control effect; nearly all actives have a fitted effect of over 60% in size
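Recombinant glycosomal PGK reaction used 1,3-bisphosphoglycerate generated in-well by GAPDH (100nM final) in 100mM TEA pH 7.6, 5mM MgCl2, 0.01% Tween-20. After 60 minutes at room temperature, ATP was read by Kinase-Glo Plus luminescence end-point.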
PI4K2A block: inhibitors of human PI4K2A; 420,000 compounds, 0.13% hits; activity change, negative = inhibition, % at 76.9 µM; AID 1346378; purified PI4K2A, ADP-Glo luminescence, 1 h; active compounds read low; in the data active = activity change below about -50%; inconclusive = mostly about -30% to -49%;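 note: -100% = wells without enzyme as full effect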
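PI4K2A activity was measured by ADP-Glo luminescence: enzyme (4 ug/mL stock) and phosphatidylinositol (1.2 mM stock) in Tris pH 7.5/MgCl2/EGTA/Triton X-100 buffer were reacted with ATP (300 microM stock) for one hour at ambient temperature.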
GLS inh: blocks human kidney-isoform glutaminase activity. O94925. GLS enzymatic activity, qHTS titration. Potency, µM (doses to about 45.5 µM), without a hit: at the highest dose activity change, negative = inhibition, hits mostly inhibitors. 410,000 compounds, 0.21% hits. AID 624170; note: potency is the fitted concentration of half-maximal effect; % is set by controls: 0 for no effect and ±100 for the full control effect
Target sequence (O94925 whole entry, looked up, canonical isoform): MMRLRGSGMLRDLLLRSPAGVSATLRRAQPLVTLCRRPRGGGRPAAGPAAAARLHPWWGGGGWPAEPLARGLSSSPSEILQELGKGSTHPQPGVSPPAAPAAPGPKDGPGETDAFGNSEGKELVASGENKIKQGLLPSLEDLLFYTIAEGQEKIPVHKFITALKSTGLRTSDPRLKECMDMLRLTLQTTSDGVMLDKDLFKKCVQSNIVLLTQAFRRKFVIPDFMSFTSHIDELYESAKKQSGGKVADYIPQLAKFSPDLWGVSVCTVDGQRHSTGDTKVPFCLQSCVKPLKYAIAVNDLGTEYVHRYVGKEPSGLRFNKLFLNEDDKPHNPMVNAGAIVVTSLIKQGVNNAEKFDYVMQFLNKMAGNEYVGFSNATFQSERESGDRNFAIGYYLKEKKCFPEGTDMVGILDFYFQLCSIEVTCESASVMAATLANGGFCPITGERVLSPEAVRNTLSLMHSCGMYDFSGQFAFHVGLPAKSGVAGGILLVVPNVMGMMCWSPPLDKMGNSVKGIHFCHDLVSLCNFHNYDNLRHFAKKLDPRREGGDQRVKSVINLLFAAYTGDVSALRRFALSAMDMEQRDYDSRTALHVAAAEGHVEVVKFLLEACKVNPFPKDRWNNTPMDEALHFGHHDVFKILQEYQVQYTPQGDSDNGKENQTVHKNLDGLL
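hKGA; 45 mM KH2PO4 pH 8.2 + 0.02% Tween-20; cpd via pin tool; 1 mM Gln soln; GluOx/HRP/Amplex Red; RT 30 min; fluor. t0 & final.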
HP1b binding inh: blocks HP1-beta chromodomain binding to methylated histone tails; AlphaScreen HP1-beta / biotin-H3K9me3 peptide binding; AID 540317; 390,000 compounds, 0.56% hits; Potency, µM (series often up to 114 µM), without a hit: at the highest dose activity change, negative = inhibition, most hits filed as inhibitors; P83916; note: potency is the fitted concentration of half-maximal effect; nearly all actives have a fitted effect of over 70% in size; inactives centre near 23
Target sequence (P83916 whole entry, looked up): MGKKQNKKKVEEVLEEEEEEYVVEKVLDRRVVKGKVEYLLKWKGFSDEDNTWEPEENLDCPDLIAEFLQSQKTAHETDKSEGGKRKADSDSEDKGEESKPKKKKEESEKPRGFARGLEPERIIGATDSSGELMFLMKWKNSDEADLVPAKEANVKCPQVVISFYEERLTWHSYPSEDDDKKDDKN
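AlphaScreen: HP1-beta (50 nM) preformed 30 min with biotin-H3(1-18)K9me3 peptide (50 nM) in PBS pH 7.4, 0.01% Tween-20. Compound added for 30 min at RT, then streptavidin donor/nickel chelate acceptor beads (10 ug/mL) for 30 min.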
TrxR1 substrate: substrates of rat thioredoxin reductase 1 | O89049 | Potency, µM (top dose mostly 114 µM), inactives show top-dose activity change, negative = substrate turnover | purified TrxR1 substrate turnover, NADPH consumption readout | 390,000 compounds, 0.01% hits; note: potency is the fitted concentration of half-maximal effect; % is set by controls: 0 for no effect and ±100 for the full control effect; nearly all actives have a fitted effect of over 50% in size
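Rat TrxR1, dispensed at 90 nM, was prereduced with 400 uM NADPH (final) for 5 min at ~22 deg C, then incubated with compound 15 min before 400 uM selenite. A first-read NADPH fluorescence drop versus no-compound background flagged substrates.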
Pin1 inhibitor: human Pin1 inhibition. Pin1 FP peptide displacement, HiFluor488, 10 min. Potency, µM (highest dose often 115 µM), inactives show at the top dose activity, negative = inhibition, actives largely listed as inhibitors. 390,000 compounds, 0.009% hits. AID 504891. Q13526; active = well fitted inhibition curve with a large enough effect in the polarisation, with a control signal flat, not every such curve was filed as active; inconclusive = small, poorly fitted or top-dose-only effect, or effect the other way, or a change in a side signal; inactive = no such curve, though single readings can be large or run the other way; the % refers to the polarisation; note: potency is the fitted concentration of half-maximal effect; % is set by controls: 0 for no effect and ±100 for the full control effect
Target sequence (Q13526 whole entry, looked up): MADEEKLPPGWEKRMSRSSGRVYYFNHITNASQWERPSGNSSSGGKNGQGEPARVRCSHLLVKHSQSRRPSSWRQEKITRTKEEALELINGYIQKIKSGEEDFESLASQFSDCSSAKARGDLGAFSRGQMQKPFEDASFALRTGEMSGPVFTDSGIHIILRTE
Numbers without * were called inactive; i = inactive; u = inconclusive; x = not tested or not shown; & = joins results of further samples; [ ] = remark or other dose. Unless noted, calls come from the whole dose curve; as a rule, active = well fitted curve in the direction sought with a large enough effect; inconclusive = small, poorly fitted or top-dose-only effect, or another doubt; inactive = no such curve, though single readings can be large; an effect the other way counts as inactive or inconclusive. These rows are one share of the data. The share of hits here may be higher or lower than overall.

The line under a structure holds: TrxR1 substrate	HP1b binding inh	PI4K2A block	USP1 inh	GLS inh	Pin1 inhibitor	IDH1 R132H inh	rTrxR1 inhibitor	Tb PGK inh
> Cc1cc(F)ccc1S(=O)(=O)Nc1ccc2oc3c(c2c1)CC(C)CC3 (stereo unspecified)
    -7%	0%	1	-12%	0%	33%[activator]	-4%	30%	i
> CN(C)C(C(=O)NC1CCCCC1)c1ccc(Cl)cc1 (stereo unspecified)
    6%	11%	-4	7%	1%	1%	1%	8%	8%
> O=C1CSC(c2cccnc2)N1Cc1ccc(Cl)cc1 (stereo unspecified)
    -13%	38%	-4	-8%	16%	-1%	-6%	-16%	6%
> CCOc1ccc(C(=O)NCc2cccnc2)cc1
    8%	28%	0	-6%	18%	0%	1%	9%	5%
> CCCCCCn1cc(C(=O)O)c(=O)c2cc(F)c(N3CCCCC3)cc21
    -6%[11.4 µM]	47%[activator]	0	1%	3%	0%	-4%	4%	-5%
> COc1cccc(C(=O)NC2C(=O)N3C(C(=O)O)=C(COC(C)=O)CSC23)c1 (stereo unspecified)
    0%	10%	-8	-12%	-3%	x	5%	u	-19%
> O=C(NCC1CCCO1)c1c(O)c2cccc3c2n(c1=O)CCC3 (stereo unspecified)
    10%	34%	-9	-14%	-11%	-1%	6%	2%	9%
> O=C1c2ccccc2C(=O)N1C1CCCCC1
    7%	83%[activator]	1	-11%	1%	1%&-8%	5%	-3%[57.1 µM]	7%
> CCOc1ccc2ccccc2c1/C=N/n1cncn1
    0%	26%	1	-11%	4%	-7%	9%	7%	1%
> CCOC(=O)c1c(C)oc2cc(Br)c(OC(C)C(=O)OCC)cc12 (stereo unspecified)
    -4%	140%	-9	-10%	6%	10%	8%	18%	i
> COc1ccc(NC(=O)c2cc(-c3ccc(C)c(C)c3O)n[nH]2)cc1Cl
    5%	51%[activator]	3	-14%	15%	-6%	-4%	26%	1%
> O=C(Nc1ccc([N+](=O)[O-])cc1Cl)c1cc(Cl)cc(Cl)c1O
    -20%	-28%	x	x	x	u	x	-3%	x
> CCOc1ccc(S(=O)(=O)NCCC(=O)NC2CCN(Cc3ccccc3)CC2)cc1
    -1%	18%	4	-6%	8%	-3%	0%	14%	3%
> COCCCNC(=S)N1CCC(NC(=O)c2ccco2)CC1
    5%[57.1 µM]	6%	-5	-7%	-9%	1%	1%	12%[57.1 µM]	-7%
> Cn1nc(C(C)(C)C)cc1C(=O)NNC(=O)c1cccc(Cl)c1
    1%[57.1 µM]	1%	-2	8%	12%	4%	24%	5%[57.1 µM]	-3%
> CCC(C(=O)NCc1ccco1)N(C(=O)CNS(=O)(=O)c1ccccc1)c1ccc(F)cc1 (stereo unspecified)
    7%[57.1 µM]	9%	1	-14%	-6%	0%	-2%	27%[57.1 µM]	i
> Cc1c(C)c2ccc(OCC(=O)Nc3nccs3)cc2oc1=O
    12%	39%[activator]	-30	-8%	-1%	-8%	-5%	36%	-13%
> CC(=O)Nc1ccc(OC(=O)N2CCCC2)cc1
    2%	25%	-4	-14%	0%	-2%	12%	11%	i
> Cc1cc(C(=O)N/N=C/c2ccc([N+](=O)[O-])cc2)c2ccccc2n1
    -2%	40%[activator]	-1	-11%	-2%	3%	3%	15%	0%
> Cc1cc2oc(C(=O)NCC(c3ccco3)N3CCCC3)c(C)c2cc1C (stereo unspecified)
    x	x	3	1%	13%	x	-1%	x	6%

Pulled by compound from the list above, two records:
The line under a structure holds: TrxR1 substrate	HP1b binding inh	PI4K2A block	USP1 inh	GLS inh	Pin1 inhibitor	IDH1 R132H inh	rTrxR1 inhibitor	Tb PGK inh
> O=C(Nc1ccc([N+](=O)[O-])cc1Cl)c1cc(Cl)cc(Cl)c1O
    -20%	-28%	x	x	x	u	x	-3%	x
> Cn1nc(C(C)(C)C)cc1C(=O)NNC(=O)c1cccc(Cl)c1
    1%[57.1 µM]	1%	-2	8%	12%	4%	24%	5%[57.1 µM]	-3%

The listing continues.
The line under a structure holds: TrxR1 substrate	HP1b binding inh	PI4K2A block	USP1 inh	GLS inh	Pin1 inhibitor	IDH1 R132H inh	rTrxR1 inhibitor	Tb PGK inh
> O=C(NCc1ccccc1)C1CCN(S(=O)(=O)N2CCOCC2)CC1
    5%	42%[activator]	-1	-3%	-2%	0%	3%	6%	-3%
> O=C(CSc1nc2ccccc2c(=O)[nH]1)N1CCN(c2ccccc2F)CC1
    -4%	-21%	7	-12%	4%	-5%	-4%	14%	i
> CC(C)=C1C(=O)NN(c2ccc(C)c(Cl)c2)C1=O
    -4%	-6%	4	1%	16%	6%	-3%	u	1%
> CCOC(=O)COc1cc(Br)c(C2NC(=O)NC(C)=C2C(C)=O)cc1OCC (stereo unspecified)
    3%	43%[activator]	12	-7%	2%	2%	-6%	10%	-9%
> CCCn1c(=NC(=O)c2cc3ccccc3o2)c(C(=O)OCC)cc2c(=O)n3ccccc3nc21
    8%	60%[activator]	-2	-28%	-4%	-4%	u	-2%	10%
> O=C(NCC1CCCO1)c1cn(-c2ccccc2)nc1-c1ccc(F)cc1 (stereo unspecified)
    0%	42%[activator]	-5	-16%	-10%	-1%	4%	24%	i
> COc1ccc(CN(C)C(C)C(=O)Nc2ccc(S(=O)(=O)N3CCCCC3)cc2)c(OC)c1 (stereo unspecified)
    4%	13%	-8	1%	-7%	5%	6%	18%	-4%
> CC(=O)Nc1ccc(S(=O)(=O)N2CCN=C2c2ccccc2)cc1
    -1%	33%	-1	-18%	-2%	-3%	-14%	21%	5%
> Nc1c(C(=O)Nc2ccc(Cl)cc2F)sc2nc(-c3cccs3)ccc12
    7%	38%	-2	u	2%	u	-4%	14%	0%
> COc1ccccc1Cn1c(=O)c2ccccc2n2c(Sc3ncnc4sccc34)nnc12
    10%	6%	15	-23%	2%	25%	1%	4%	-5%
> COc1ccc(C(=O)NCCN2CCN(C(=O)c3ccc(OC)c(OC)c3)CC2)cc1OC
    -9%[57.1 µM]	55%[activator]	1	-12%	-7%	3%	-4%	19%[0.0914 µM]	i
> CCCn1c(=O)c(C(=O)Nc2ccccc2C(=O)OC)c(O)c2ccccc21
    23%	47%[activator]	-3	2%	0%	6%	-4%	4%	1%
> O=C(Cn1ccc2ccccc2c1=O)NCCC(=O)N1CCN(C2CCCCC2)CC1
    15%	7%	-6	-13%	-3%	2%	5%	18%	i
> CCOc1nc2cnccc2n(CC(=O)Nc2c(C)cccc2CC)c1=O
    14%	41%[activator]	2	-23%	-6%	-2%	-9%	20%	-3%
> Cc1cc(C(F)(F)F)c(C#N)c(SCC(=O)NC(C)(C)C)n1
    3%	76%[activator]	-4	-14%	-1%	5%	9%	4%	i
> CCOC(=O)c1ccccc1NC(=O)C1COc2ccccc2O1 (stereo unspecified)
    1%[57.1 µM]	119%[activator]	8	-3%	5%	u	3%	10%[57.1 µM]	4%
> COc1cc(NC(=O)NC2Cc3ccccc3C2)cc(OC)c1
    0%	36%	-1	-5%	1%	u	3%	9%	x
> Brc1ccc(-c2nn3c(-c4ccccn4)nnc3s2)o1
    2%	34%	-1	-12%	-17%	u	5%	-16%	i
> COc1ccccc1CN1CC(C(=O)NCc2cc(F)cc(C(F)(F)F)c2)CCC1=O (stereo unspecified)
    -3%	45%[activator]	6	u	-14%	-9%	-10%	0%	-6%
> COC(=O)N/N=C/c1cn(Cc2ccc(Cl)cc2Cl)c2ccccc12
    -2%	-9%	7	-10%	10%	0%	-3%	4%	1%
> O=C(NC1CC2CCCC(C1)N2C(=S)Nc1ccc(Cl)cc1)C1CC1 (stereo unspecified)
    4%	26%	-2	-27%	11%	-3%	7%	17%	-7%
> O=C1CNC(=S)N1Cc1ccc(F)cc1
    -3%	16%[57 µM]	2	-15%	22%	10%	-7%	17%	-6%
> CN(/C=C/C(=C\C=[N+](C)c1ccccc1)OCCCS(=O)(=O)[O-])c1ccccc1
    -1%[57.1 µM]	8%	-18	-10%	16%	u	3%	-40%	0%
> O=C(NC1CCC(NC(=O)C(F)(F)C(F)F)CC1)C(F)(F)C(F)F (stereo unspecified)
    -1%	40%[activator]	0	2%	-1%	-5%	1%	6%	i
> CC1(C)C(=O)Nc2ccccc2N1C(=O)COC(=O)CNS(=O)(=O)c1ccc(F)c(F)c1F
    5%	55%[activator]	-4	-20%	-3%	-14%	8%	14%	-2%
> C(=C\c1ccccc1)/C=N/Nc1nc(N2CCOCC2)nc(N2CCOCC2)n1
    -7%	34%	1	-21%	11%	0%	4%	-4%	9%
> COCCn1c(SCC(=O)c2ccccc2)nc2cc(C(=O)NC3CCCC3)ccc2c1=O
    5%[57.1 µM]	7%	-1	-17%	1%	1%	10%	14%[57.1 µM]	-8%
> CCCCN1C(=O)C(=O)N(CC(=O)Nc2sc(CC)cc2C(=O)OCC)C1=O
    -3%[57.1 µM]	-9%	-1	-9%	4%	-4%	-1%	0%[57.1 µM]	-5%
> CC1CCN(CC(=O)Nc2ccccc2-c2ccccc2)CC1
    2%	33%	4	-6%	-3%	-1%	-5%	6%	-5%
> [O-][n+]1onc2c1CCC1N(O)C(c3ccccc3)CC21O (stereo unspecified)
    -5%[11.4 µM]	12%	2	-6%	21%	2%	-3%	-28%[11.4 µM]	-3%
